Source: PubChem
BAZ2B inh: BAZ2B (human) inhibition; Q9UIF8; AlphaScreen BAZ2B-H3K14Ac peptide displacement; Potency, µM (series often up to 114 µM), for inactives: at the top dose activity change, negative = inhibition, actives largely listed as inhibitors; actives 4.4% (n = 360,000); AID 504333; further: potency means the concentration at half of the fitted maximal effect; on the % scale 0 is the no-effect control and ±100 the full control effect; nearly all actives have a fitted effect of over 60% in size
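In this displacement format the biotinylated H3(5-23) peptide acetylated at Lys14 serves as ligand at 50 nM, with BAZ2B at 50 nM in PBS pH 7.4 containing 0.01% Tween-20. Donor and acceptor beads are 10 ug/mL final.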
PI4K2A inh: inhibitors of human PI4K2A | activity change, negative = inhibition, % at 76.9 µM | Q9BTU6 | actives 0.13% (n = 420,000) | AID 1346378 | purified PI4K2A, ADP-Glo luminescence, 1 h; hits give low values; in the data active means activity change below about -50%; inconclusive means mostly about -30% to -49%;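 further: -100% = wells without enzyme as full effect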
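PI4K2A activity was measured by ADP-Glo luminescence: enzyme (4 ug/mL stock) and phosphatidylinositol (1.2 mM stock) in Tris pH 7.5/MgCl2/EGTA/Triton X-100 buffer were reacted with ATP (300 microM stock) for one hour at ambient temperature.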
HP1b chromo inh: blocks HP1-beta chromodomain binding to methylated histone tails | P83916 | AlphaScreen HP1-beta / biotin-H3K9me3 peptide binding | Potency, µM (titrated, usually from 114 µM), for the others: at the highest dose activity change, negative = inhibition, actives largely listed as inhibitors | actives 0.56% (n = 390,000); further: potency means the concentration at half of the fitted maximal effect; nearly all actives have a fitted effect of over 70% in size; inactives centre near 23
Target sequence (P83916 whole entry, looked up): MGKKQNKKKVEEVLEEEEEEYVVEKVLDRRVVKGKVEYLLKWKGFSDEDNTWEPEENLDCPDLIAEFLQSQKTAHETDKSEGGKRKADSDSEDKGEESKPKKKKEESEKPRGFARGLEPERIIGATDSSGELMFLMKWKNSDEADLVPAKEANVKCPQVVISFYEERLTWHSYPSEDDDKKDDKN
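AlphaScreen: HP1-beta (50 nM) preformed 30 min with biotin-H3(1-18)K9me3 peptide (50 nM) in PBS pH 7.4, 0.01% Tween-20. Compound added for 30 min at RT, then streptavidin donor/nickel chelate acceptor beads (10 ug/mL) for 30 min.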
JMJD2A Tudor inh: JMJD2A Tudor domain (human) inhibition; O75164; AlphaScreen JMJD2A-Tudor / H3K4me3 peptide binding; Potency, µM (highest dose often 114 µM), for inactives: at the highest dose activity change, negative = inhibition, actives largely listed as inhibitors; actives 4.4% (n = 390,000); further: potency means the concentration at half of the fitted maximal effect; on the % scale 0 is the no-effect control and ±100 the full control effect; nearly all actives have a fitted effect of over 50% in size
RGS4 inh: inhibitors of human regulator of G protein signaling 4; actives 0.039% (n = 390,000); AID 504845; Potency, µM (doses to about 114 µM), without a hit: at the highest dose activity change, negative = inhibition, most hits filed as inhibitors; Transcreener GDP fluorescence polarization, RGS4-accelerated GTP hydrolysis; P49798; further: potency means the concentration at half of the fitted maximal effect; on the % scale 0 is the no-effect control and ±100 the full control effect; nearly all actives have a fitted effect of over 75% in size; some results filed as inactive show a strong effect at the top dose
Target sequence (P49798 whole entry, looked up): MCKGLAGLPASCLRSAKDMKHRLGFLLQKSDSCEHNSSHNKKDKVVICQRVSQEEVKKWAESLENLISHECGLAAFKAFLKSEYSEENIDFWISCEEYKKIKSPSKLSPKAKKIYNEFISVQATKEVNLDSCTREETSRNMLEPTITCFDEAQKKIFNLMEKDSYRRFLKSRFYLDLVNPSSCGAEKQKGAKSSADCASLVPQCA
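MLSMR compounds (23 nl, pin-transferred) preincubated 10 min at room temperature with a 500nM (2x) first reagent, then RGS4 at 900nM (2x) plus Transcreener GDP mix added; fluorescence polarization (620/688 nm) read before and after 90 min at 30 °C.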
12-LOX inh: blocks human arachidonate 12S-lipoxygenase; P18054; purified 12hLO, xylenol orange hydroperoxide absorbance; Potency, µM (titrated, usually from 108 µM), without a hit: top-dose activity change, negative = inhibition, hits mostly inhibitors; actives 1.1% (n = 580,000); further: potency means the concentration at half of the fitted maximal effect; on the % scale 0 is the no-effect control and ±100 the full control effect
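Purified human 12hLO at 150 nM in 25 mM Hepes, 0.01% Triton X-100, pH 7.0, preincubated 15 min at room temperature with compound. Reaction started with 40 uM arachidonic acid, 30 min at room temperature. Hydroperoxide measured by Fe-xylenol orange, 573/405 nm absorbance ratio.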
G9a block: G9a (human) methyltransferase inhibition. Potency, µM (top dose mostly 102 µM), for inactives: top-dose activity, negative = inhibition, hits mostly inhibitors. Q96KQ7. G9a H3K9 monomethylation, AlphaScreen, 2 h. AID 504332. actives 8.8% (n = 350,000); further: potency means the concentration at half of the fitted maximal effect; on the % scale 0 is the no-effect control and ±100 the full control effect; nearly all actives have a fitted effect of over 75% in size
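Methyltransferase reactions run at room temperature for 2 h (20 nM enzyme, 500 nM biotin-H3K9 peptide, 20 uM SAM) after a 15 min compound preincubation; product detected by AlphaScreen beads and anti-H3K9me1 antibody.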
ERG-DNA inh: inhibitors of human ERG Ets domain-DNA interaction; P11308; fluorescence polarization, His-ERG Ets domain / labelled DNA; Potency, µM (series often up to 76.9 µM), for inactives: at the top dose FP activity, negative = inhibition, hits mostly inhibitors; actives 0.028% (n = 370,000); AID 624246; active means well fitted inhibition curve with a large enough effect in the polarisation, with a control signal flat; inconclusive means small, poorly fitted or top-dose-only effect, or effect the other way, or a change in a side signal; inactive means no such curve, though single readings can be large or run the other way; the % refers to the polarisation;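 further: polarization taken with two DNA probes labelled with fluorescein and Texas red; potency means the concentration at half of the fitted maximal effect; % of control where 0% means no effect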
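His-tagged ERG Ets domain (1 uM in the protein solution; 300mM KCl, 50mM Tris-HCl, 1mM EDTA, 1mM DTT, pH 7.5) received compound, then a probe mix of 5 nM fluorescein-DNA and 100nM Texas-615-DNA. Fluorescence polarization was read for both dyes.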
GLS inhibitor: glutaminase GLS (human) inhibition | O94925 | GLS enzymatic activity, qHTS titration | Potency, µM (doses to about 45.5 µM), for inactives: at the highest dose activity change, negative = inhibition, most hits filed as inhibitors | actives 0.21% (n = 410,000) | AID 624170; further: potency means the concentration at half of the fitted maximal effect; on the % scale 0 is the no-effect control and ±100 the full control effect
Target sequence (O94925 whole entry, looked up): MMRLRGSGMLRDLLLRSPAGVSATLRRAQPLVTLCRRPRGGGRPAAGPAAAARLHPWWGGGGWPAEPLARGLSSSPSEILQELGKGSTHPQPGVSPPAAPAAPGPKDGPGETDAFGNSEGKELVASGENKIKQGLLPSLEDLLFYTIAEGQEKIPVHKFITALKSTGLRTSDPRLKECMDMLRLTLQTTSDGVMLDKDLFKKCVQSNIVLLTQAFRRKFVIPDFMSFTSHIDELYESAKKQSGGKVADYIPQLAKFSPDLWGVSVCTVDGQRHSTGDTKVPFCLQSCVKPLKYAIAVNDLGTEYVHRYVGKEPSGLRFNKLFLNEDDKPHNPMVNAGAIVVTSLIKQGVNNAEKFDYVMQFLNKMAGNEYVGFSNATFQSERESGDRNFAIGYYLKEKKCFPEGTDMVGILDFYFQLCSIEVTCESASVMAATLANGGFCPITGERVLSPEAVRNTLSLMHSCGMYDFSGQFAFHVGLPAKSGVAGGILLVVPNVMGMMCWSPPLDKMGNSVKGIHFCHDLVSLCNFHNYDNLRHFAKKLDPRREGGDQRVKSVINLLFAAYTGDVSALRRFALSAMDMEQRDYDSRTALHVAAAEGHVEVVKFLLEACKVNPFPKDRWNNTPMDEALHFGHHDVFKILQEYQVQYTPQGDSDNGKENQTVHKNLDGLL
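hKGA in 45 mM KH2PO4 (pH 8.2), 0.02% Tween-20 with compound, then 1mM L-Glutamine (stock as added) plus glutamate oxidase/HRP/Amplex red coupling mix. Fluorescence read initially and after 30 min at RT; signal change reflects glutamate formation.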
Starred values were filed as active, the others as inactive; u = inconclusive; x = not tested or not shown; [ ] = another dose, or the depositor's remark. Unless noted, the call rests on the fitted dose curve; in most records, active means well fitted curve in the direction sought with a large enough effect; inconclusive means small, poorly fitted or top-dose-only effect, or another doubt; inactive means no such curve, though single readings can be large; an effect the other way counts as inactive or inconclusive. A portion of the library; rates above refer to the full screens.

| no. | Molecule | BAZ2B inh | PI4K2A inh | HP1b chromo inh | JMJD2A Tudor inh | RGS4 inh |
| --- | --- | --- | --- | --- | --- | --- |
| 1 | CCOc1ccc(-n2c(C)c(C(C)=O)c3cc(O)ccc32)cc1 | -1% | -1 | 49%[activator] | -3% | -39% |
| 2 | CC1CCN(S(=O)(=O)c2ccc3c(c2)N(CC(=O)N(C)Cc2ccccc2)C(=O)CO3)CC1 | -20% | -1 | 42%[activator] | -10% | 6% |
| 3 | COc1ccc2c(c1)c1nnc(SCC(=O)N3C(C)CCCC3C)nc1n2C (stereo not drawn) | 3% | -4 | 14% | -17% | 16% |
| 4 | CCCNC(=O)c1ccc(N2CCC3(CC2)CC(c2cccc(Br)c2)=NO3)c([N+](=O)[O-])c1 | u | 4 | 21% | -31% | -4% |
| 5 | Nc1ccc(Nc2ccccc2)c(S(=O)(=O)O)c1 | 56µM* | -1 | -2%[57 µM] | u | u |
| 6 | CC(C)Cc1c(O)nc(SCC(=O)N2CCCCCC2)[nH]c1=O | 6% | 0 | 27% | -14% | 3% |
| 7 | CN(Cc1ccon1)C(=O)C1CCC(=O)N(Cc2ccc(Cl)cc2)C1 (stereo not drawn) | -16% | 2 | 32% | 5% | -22% |
| 8 | COc1ccc(N2CCN(C(=O)CN3CCSc4ccccc43)CC2)cc1 | u | -1 | 4%[57 µM] | u | -19% |
| 9 | CC(=O)Oc1ccc(C(=O)Nc2ccc(S(=O)(=O)N3CCOCC3)cc2)cc1 | -6% | 4 | 45%[activator] | -14% | -25% |
| 10 | CCCn1nnnc1NCc1c(Cl)cccc1Cl | -2% | -2 | 34% | -3% | -15% |
| 11 | COC(=O)c1nn(-c2ccccc2)c(Sc2ccc(C)cc2)c1/C=N/O | -6% | 2 | 44%[activator] | -8% | 5% |
| 12 | Cc1ccc(S(=O)(=O)N(C)c2ccc(OCC(=O)Nc3ccc(S(C)(=O)=O)cc3)cc2)cc1 | x | 2 | 17% | -10% | 2% |

| no. | 12-LOX inh | G9a block | ERG-DNA inh | GLS inhibitor |
| --- | --- | --- | --- | --- |
| 1 | 18% | -45% | -3% | -10% |
| 2 | -5% | 7%[59 µM] | 5% | 4% |
| 3 | 10% | u | -2% | 5% |
| 4 | 8% | 79µM* | 13% | -7% |
| 5 | u | 45µM* | 22% | u |
| 6 | 2% | 14% | -1% | 18% |
| 7 | 9% | 25% | -16% | -6% |
| 8 | 0% | u | 0% | 10% |
| 9 | -12% | -5% | 13% | -15% |
| 10 | 0% | -6% | -1% | 1% |
| 11 | 0% | 37%[0.501 µM] | -11% | 7% |
| 12 | 1% | x | x | 6% |

The list goes on:
| no. | Molecule | BAZ2B inh | PI4K2A inh | HP1b chromo inh | JMJD2A Tudor inh | RGS4 inh |
| --- | --- | --- | --- | --- | --- | --- |
| 13 | CN(c1ccc(C(=O)N2CCOCC2)cc1)S(=O)(=O)c1ccc(Cl)cc1 | -3% | 1 | 35% | -8% | -15% |
| 14 | C=CCN(CC=C)Cc1c(O)ccc2c(=O)c(-c3ccccc3)coc12 | -14% | -2 | 25% | -12% | -3% |
| 15 | Cc1cccnc1NC(=O)CCNS(=O)(=O)c1ccc2c(c1)c(=O)n(C)c(=O)n2C | 1% | 1 | 28% | -11% | 21% |
| 16 | Cc1noc(C)c1NC(=O)Nc1cccc2c1O[C@@H](CN(C)C)[C@@H](C)CN([C@H](C)CO)C2=O | x | -5 | 31% | -13% | -13% |
| 17 | COc1cc(S(=O)(=O)N2CCOCC2)ccc1NC(=O)CN1c2cccc3cccc(c23)S1(=O)=O | 2% | 5 | 0% | -10% | -1% |
| 18 | OCC[C@H]1C[C@H](O)[C@@H](O)[C@]2(Cc3ccccc3O2)O1 | 11% | 1 | 44%[activator] | -4% | 10% |
| 19 | O=C(O)c1ccc(Nc2nc3ccccc3n3cnnc23)cc1 | 0% | -6 | 49%[activator] | -2% | 5% |
| 20 | Cc1ccc2c(c1)c(C)c(C)n2CC(O)Cn1nnc2ccccc21 (stereo not drawn) | u | 1 | u | u | 6% |
| 21 | COc1ccc(C(=O)N(CC(=O)Nc2sc(C)c(C)c2C(N)=O)C2CCCC2)cc1 | -15% | 4 | 2% | -33% | 0% |
| 22 | CC(=O)Nc1cccc(OCCCNC(=O)c2ccc(F)cc2)c1 | -12% | -8 | 38% | -6% | 5% |
| 23 | COc1ccc(NN=Nc2ccc([N+](=O)[O-])cc2)cc1 | -33% | 0 | 0% | -27% | u |
| 24 | C=CCn1c(=S)[nH]c2scc(-c3cccs3)c2c1=O | -36% | 5 | 34% | -23% | -35% |

| no. | 12-LOX inh | G9a block | ERG-DNA inh | GLS inhibitor |
| --- | --- | --- | --- | --- |
| 13 | 196%[activator] | x | 3% | 12% |
| 14 | 8% | -5% | 15% | 20% |
| 15 | -12% | u | 0% | 6% |
| 16 | -14% | x | 17% | 7% |
| 17 | -5% | 18%[59 µM] | -5% | 4% |
| 18 | -2% | -1%[12.7 µM] | -8% | -3% |
| 19 | 9% | 4%[59 µM] | -2% | 0% |
| 20 | -12% | u | 1% | 10% |
| 21 | -9% | 25% | 6% | -10% |
| 22 | u | 20% | 9% | 3% |
| 23 | u | u | -1% | 6% |
| 24 | 15% | -4%[59 µM] | 5% | 3% |

Remaining list, next part
| no. | Molecule | BAZ2B inh | PI4K2A inh | HP1b chromo inh | JMJD2A Tudor inh | RGS4 inh |
| --- | --- | --- | --- | --- | --- | --- |
| 25 | CCc1ccc(C(=O)NNC(=O)c2ccc3c(=O)n4c(nc3c2)CCC4)cc1 | -3% | -2 | 26% | 3% | -9% |
| 26 | CN1CCc2c(c3c(n2C)CCN(C)C3c2ccc(F)cc2)C1c1ccc(F)cc1 (stereo not drawn) | 1% | 0 | 6% | -25% | -38% |
| 27 | Cc1cc(C(=O)OCC(=O)c2c(N)n(C)c(=O)n(C)c2=O)c(C)n1-c1ccccc1 | 4% | -1 | 21% | -7% | 15% |
| 28 | COc1ccc(NCc2nc3ccccc3n2C)cc1 | u | -14 | 6% | u | -22% |
| 29 | O=C(N/N=C/c1ccc(OC(=O)c2ccco2)cc1)c1ccc[n+]([O-])c1 | x | 5 | 22% | -14% | 9% |
| 30 | Cc1ccc(CNC(=O)/C=C/c2cccs2)cc1 | -3% | -4 | 25% | -7% | -7% |
| 31 | CCNc1nc(Oc2ccc(=O)n(-c3ccccc3)n2)nc(N2CCOCC2)n1 | -4% | 1 | 8% | -6% | 21% |
| 32 | O=C(c1ccc2c(c1)CCN2S(=O)(=O)c1ccc(Cl)cc1)N1CCN(c2ccccc2)CC1 | u | 2 | 10% | -28% | 8% |
| 33 | CC(=O)Nc1ccc2nc(NC(=O)COc3ccc([N+](=O)[O-])cc3)sc2c1 | -30% | 1 | 18% | -27% | 26% |
| 34 | Cc1cc(C)cc(C(=O)NCC(=O)NCc2ccc(S(N)(=O)=O)cc2)c1 | -22% | -3 | 48%[activator] | -3% | 1% |
| 35 | COC(=O)c1c(-c2ccccc2Cl)noc1/C=C/N(C)C | u | 0 | 26% | u | -2% |
| 36 | Cc1ccc(CNC(=O)CN2C(=O)NC3(CC(C)CC(C)(C)C3)C2=O)cc1 (stereo not drawn) | -5% | 10 | 36% | 7% | -7% |

| no. | 12-LOX inh | G9a block | ERG-DNA inh | GLS inhibitor |
| --- | --- | --- | --- | --- |
| 25 | u | 0% | 12% | 6% |
| 26 | 20% | 19%[12.7 µM] | 4% | -17% |
| 27 | u | 16%[59 µM] | -3% | 4% |
| 28 | 206%[activator] | -6% | 12% | -3% |
| 29 | 2% | x | 9% | -2% |
| 30 | -23% | 3%[59 µM] | -6% | 4% |
| 31 | 0% | -5% | 1% | 8% |
| 32 | -22% | u | -2% | 2% |
| 33 | -4% | -15% | -5% | -6% |
| 34 | -20% | 0% | 5% | -6% |
| 35 | -21% | -4% | -11% | 1% |
| 36 | -6% | 17%[59 µM] | -10% | -7% |

Entries from the list above that contain an aryl methoxy group:
| no. | Molecule | BAZ2B inh | PI4K2A inh | HP1b chromo inh | JMJD2A Tudor inh | RGS4 inh |
| --- | --- | --- | --- | --- | --- | --- |
| 3 | COc1ccc2c(c1)c1nnc(SCC(=O)N3C(C)CCCC3C)nc1n2C (stereo not drawn) | 3% | -4 | 14% | -17% | 16% |
| 8 | COc1ccc(N2CCN(C(=O)CN3CCSc4ccccc43)CC2)cc1 | u | -1 | 4%[57 µM] | u | -19% |
| 17 | COc1cc(S(=O)(=O)N2CCOCC2)ccc1NC(=O)CN1c2cccc3cccc(c23)S1(=O)=O | 2% | 5 | 0% | -10% | -1% |
| 21 | COc1ccc(C(=O)N(CC(=O)Nc2sc(C)c(C)c2C(N)=O)C2CCCC2)cc1 | -15% | 4 | 2% | -33% | 0% |
| 23 | COc1ccc(NN=Nc2ccc([N+](=O)[O-])cc2)cc1 | -33% | 0 | 0% | -27% | u |
| 28 | COc1ccc(NCc2nc3ccccc3n2C)cc1 | u | -14 | 6% | u | -22% |

| no. | 12-LOX inh | G9a block | ERG-DNA inh | GLS inhibitor |
| --- | --- | --- | --- | --- |
| 3 | 10% | u | -2% | 5% |
| 8 | 0% | u | 0% | 10% |
| 17 | -5% | 18%[59 µM] | -5% | 4% |
| 21 | -9% | 25% | 6% | -10% |
| 23 | u | u | -1% | 6% |
| 28 | 206%[activator] | -6% | 12% | -3% |
